# Screens (PubChem BioAssay)
# NCI-60 one-dose screen, 48 h, at 10 µM unless noted. Numbers give growth in % (100 = growth as untreated, 0 = no growth, -100 = all killed).
# PC-3: PC-3 prostate cancer cells | actives 3.9% (n = 80,000)
# IGROV1: IGROV1 ovarian cancer. actives 4.7% (n = 79,000). AID 1794786
# DU-145: DU-145 prostate cancer; actives 4.2% (n = 81,000)
# OVCAR-5: OVCAR-5 ovarian cancer | AID 1794783 | actives 2.9% (n = 82,000)
# OVCAR-4: OVCAR-4 ovarian cancer cells; actives 3.7% (n = 80,000)
# SK-OV-3: SK-OV-3 ovarian cancer cells. actives 3.2% (n = 80,000). AID 1794785
# OVCAR-3: OVCAR-3 ovarian cancer; AID 1794787; actives 7% (n = 79,000)
# OVCAR-8: OVCAR-8 ovarian cancer; actives 4.4% (n = 81,000)
# * hit, by the source's call; · = no result given; & = joins results of further samples; [ ] = another dose, or the depositor's remark. How the source made its calls: active means growth percent below 10; inactive means the rest.
compound,OVCAR-4,PC-3,OVCAR-3,OVCAR-5,SK-OV-3,OVCAR-8,IGROV1,DU-145
CCOC(=O)c1nn(CC(O)c2ccccc2)c(NC(=O)Nc2cccc(F)c2)c1C (stereo unspecified),95,93,102,107,107,91,109,94
CC(C)(C)OC(=O)n1cc(-c2nc(-c3c[nH]c4ncccc34)cs2)c2cc(Cl)ccc21,·,86,108,115,92,96,68,113
O=C(c1ccc(Br)cc1)[C@@H]1[C@@H]2CCCN2[C@]2(C(=O)Nc3ccccc32)[C@H]1c1ccc(O)cc1,93,74,·,101,109,105,84,94
COc1c(B(O)O)cc(F)cc1-c1nc2c(F)cc3[nH]ncc3c2c2c1CCCC2,39,13,19,16,25,10,15,15
NCC[C@@H](N)C[C@H]1O[C@@H](n2cnc3c(N)ncnc32)[C@H](O)[C@@H]1O,101,92,113,105,·,100,105,108
CCn1c(SCCc2c[nH]c3ccccc23)nnc1-c1ccncc1,117,95,·,98,101,101,106,117
N/C(CCSc1ccccc1N=Cc1ccccc1O)=N/O,128,100,103,107,98,111,118,109
CN(C)C(=O)OCCOc1c(Cl)cc(Cl)c(Cl)c1[N+](=O)[O-],93,82,87,84,98,95,82,104
O=C(Nc1ccc(NC(=O)c2ccc([N+](=O)[O-])cc2)cc1)c1ccc([N+](=O)[O-])cc1,109,99,120,116,95,101,114,117
CC1(C)CC[C@]23CC[C@]4(C)[C@H](CC[C@@H]5[C@@]6(C)CCC(=O)NC(C)(C)[C@@H]6CC[C@]54C)[C@H]2[C@H]1OC3=O,96,93,109,103,99,100,102,104
C#Cc1ccc([N+](=O)[O-])cc1,102,103,116,101,111,99,117,115
O=C(O)c1cn(C2CC2)c2cc(N3CCN(Cn4nc(-c5ccc6ccccc6c5)oc4=S)CC3)c(F)cc2c1=O,104,101,107,103,·,100,110,110
O=C1Nc2ccccc2Cc2c1c1ccccc1[nH]c2=O,105,100,105,106,91,105,105,111
CC(C)(C)S/C(Nc1ccccc1)=C(\C#N)C(=O)Nc1ccccc1,100,95,108,100,105,100,108,107
COc1cc(C2C(C#N)=C(N)OC3=C2C(=O)c2ccccc2C3=O)cc(OC)c1OC (stereo unspecified),74,19,3.3*,44,30,17,48,25
CCCCN(CCCC)c1ccc(C(=O)O)cc1,101,102,106,108,98,105,99,101
COc1ccc2cc([C@H](C)C(=O)N/N=C/c3cccc(F)c3)ccc2c1,100,85,118,93,88,98,99,106
CN1C(=O)C(Nc2ccc(C(=O)Nc3ccc(F)cc3)cc2)=C(c2ccc(Cl)cc2)C1=O,82,53,87,89,84,87,76,83
CC1(C)CC[C@]23CC[C@]4(C)[C@H](CC[C@@H]5[C@@]6(C)CC(CCC#N)(CCC#N)C(=O)C(C)(C)[C@@H]6CC[C@]54C)[C@H]2[C@H]1OC3=O,80,87,95,95,110,110,102,102
O=CCCCOCc1ccccc1,99,96,110,101,100,103,101,102
COc1ccc2cc(-c3nc4ccccc4[nH]3)c(Cl)nc2c1OC,88,89,114,101,99,105,81,103
CCN1CC2=C(Nc3nc(SC)[nH]c(=O)c3C2c2ccc(C)cc2)/C(=C/c2ccc(C)cc2)C1 (stereo unspecified),95,80,121,114,102,94,95,109
CC(NC(=O)OCc1ccccc1)C(=O)O (stereo unspecified),102,96,111,106,111,103,117,111
O=C(O)CCc1nc2ccccc2[nH]1,111,98,119,104,109,106,116,126
CCOC(=O)C1=C(C)NC(SCc2cc(=O)oc3ccc(OC)cc23)=N[C@@H]1c1cccc2ccccc12,96,69,96,103,84,91,88,100
COc1ccc(NC(=O)c2cc(OC)c(OC)c(OC)c2)cc1O,57,26,-28*,83,29,58,55,37
NS(=O)(=O)c1ccc(C(c2ccccc2)(c2ccccc2)c2ccccc2)cc1,110,87,118,113,114,102,135,107
O=C(/C=C/Nc1ccc(S(=O)(=O)O)cc1)c1ccccc1,102,95,·,100,113,100,107,102
O=P(CSCCO)(c1ccccc1)c1ccccc1,120,98,105,·,96,103,112,107
COC(=O)c1ccccc1Br,103,80,106,82,107,105,108,102
COc1ccc2[nH]cc(-c3nn4cc(-c5nccs5)nc4s3)c2c1,79,79,·,111,102,73,71,83
C=CCNc1nnc(CN2CCN(c3cc4c(cc3F)c(=O)c(C(=O)O)cn4C3CC3)CC2)o1,100,106,105,110,104,104,101,107
CC/C(=C(\c1ccc(O)cc1)c1ccc(OCCN(C)C(=O)CCOCCNC(=O)c2ccc3c(c2)CN([C@@H]2CCC(=O)NC2=O)C3=O)cc1)c1ccccc1,96,53,105,79,88,78,54,109
O=C1c2cccc3cccc(c23)C(=O)N1c1nccs1,108,101,110,87,100,100,91,109
CCc1nn2c(-c3ccc(OC)cc3)c(-c3cc(OC)c(OC)c(OC)c3)nc2s1,63,83,92,91,97,111,70,97
CS(=O)(=O)c1ccc(C(=O)N/N=C/c2ccc(Cl)cc2)cc1,106,77,107,114,104,·,106,104
CCOC(=O)c1noc2c1CCc1c-2cn(Cc2ccc(OC)c(N)c2)c1-c1cc(OC)c(OC)c(OC)c1,85,86,93,110,77,99,84,99
COc1ccc(-n2nc(C(=O)Nc3cc(OC)c(OC)c(OC)c3)nc2-c2cc(OC)c(OC)c(OC)c2)cc1,94,73,93,100,88,·,87,111
CCC(=O)OCc1cccc(OC)c1,95,87,107,118,103,98,81,111
Fc1ccc(C(c2ccc(F)cc2)N2CCN(C/C=C/c3ccccc3)CC2)cc1,72,53,88,·,94,77,87,90
CC1(Cc2ccccc2)CC2=C(C(=O)O1)C(c1ccccc1)NC(=O)N2 (stereo unspecified),108,92,109,81,99,104,118,111
O=C(CSc1nnc(-c2ccc(-c3nc4ccc(Cl)cc4[nH]3)cc2)o1)Nc1ccc(C(=O)/C=C/c2ccc(Cl)cc2)cc1,105,98,117,111,108,101,90,111
CCCCCCCCCC1=NC(C)(C)CN1C(C)(C)CO,117,84,86,88,124,102,72,·
Cc1cc(Cc2cc(C)c(O)c(C(C)(C)C)c2)cc(C(C)(C)C)c1O,76,45,63,104,78,80,71,80
c1ccc2c3c(ccc2c1)Sc1c(ccc2ccccc12)N3,75,57,66,97,69,70,51,92
O=C(O)c1cc2c([nH]c3ccc(Cl)cc32)c(=O)s1,104,104,105,108,·,101,103,111
Cc1ccc(C(C)(C)O)cc1,104,104,109,110,92,104,102,113
Nc1c(C(=O)N/N=C/c2ccc(F)c(Oc3ccccc3)c2)cnn1CC(O)c1ccccc1 (stereo unspecified),84,63,79,99,71,72,96,84
CN(C)CCOC(=O)Nc1ccccc1Cl,·,94,121,121,115,109,106,123
OCc1cn(C(c2ccccc2)(c2ccccc2)c2ccccc2)cn1,91,78,100,·,108,101,106,94

# 2 records drawn at random from the list so far, as already listed:
compound,OVCAR-4,PC-3,OVCAR-3,OVCAR-5,SK-OV-3,OVCAR-8,IGROV1,DU-145
CCc1nn2c(-c3ccc(OC)cc3)c(-c3cc(OC)c(OC)c(OC)c3)nc2s1,63,83,92,91,97,111,70,97
CC/C(=C(\c1ccc(O)cc1)c1ccc(OCCN(C)C(=O)CCOCCNC(=O)c2ccc3c(c2)CN([C@@H]2CCC(=O)NC2=O)C3=O)cc1)c1ccccc1,96,53,105,79,88,78,54,109

# Back to the main list, repeating the two entries before the break.
compound,OVCAR-4,PC-3,OVCAR-3,OVCAR-5,SK-OV-3,OVCAR-8,IGROV1,DU-145
CN(C)CCOC(=O)Nc1ccccc1Cl,·,94,121,121,115,109,106,123
OCc1cn(C(c2ccccc2)(c2ccccc2)c2ccccc2)cn1,91,78,100,·,108,101,106,94
COc1ccc([C@@H]2[C@@H](O)C(=O)N2c2cc(OC)c(OC)c(OC)c2)cc1,59,16,·,25,37,2.6*,28,13
COc1cccc(COc2ccc(/C=C3\Oc4cc(O)ccc4C3=O)cc2)c1,-9.0*,68,25,78,77,24,54,32
CC(=O)[C@H]1CC[C@H]2[C@@H]3CCC4=CC(=O)CC[C@]4(C)[C@@]3(F)[C@@H](O)C[C@]12C,96&100,99&91,92&110,80&97,86&85,100&101,100,108&115
Nc1[nH]nc(Nc2ccccc2)c1-c1nc2ccccc2s1,30,15,25,34,49,38,28,28
CC/C(=C\c1cccc([N+](=O)[O-])c1)c1ccncc1,91,70,101,97,95,92,98,106
COc1ccc2cc(-c3ccnc4c(N=Nc5ccc(C)cc5)c(-c5ccccc5)nn34)ccc2c1,88,75,98,92,79,90,97,98
CCOC(=O)C1=C(C)N=C2Sc3ccccc3N2C1c1cn(-c2ccccc2)nc1-c1ccc(Cl)cc1 (stereo unspecified),104,57,96,100,73,84,102,98
NC(=O)c1ncn([C@@H]2O[C@H](CO)[C@@H](O)[C@H]2O)n1,92,86,103,102,97,73,99,83
O=C(Nc1ccccc1C(=O)O)/C(Cl)=C/c1ccc(Cl)cc1Cl,93,89,88,98,108,101,87,106
CC(=O)C1C(=O)C(=O)N(c2ccc([N+](=O)[O-])cc2)C1=O (stereo unspecified),111,94,103,110,102,96,108,·
C=C(C)C1CC[C@]2(C(=O)NCCN(CCN)CCN)CC[C@]3(C)C(=CC[C@@H]4[C@@]5(C)C[C@@H](CC#CC#CC[C@@H]6C[C@]7(C)[C@H]8CC=C9[C@H]%10[C@H](C(=C)C)CC[C@]%10(C(=O)NCCN(CCN)CCN)CC[C@@]9(C)[C@]8(C)CC[C@H]7C(C)(C)[C@H]6OC(C)=O)[C@H](OC(C)=O)C(C)(C)[C@@H]5CC[C@]43C)[C@@H]12 (stereo partly specified),103,89,101,111,120,103,102,108
COc1ccc(-c2nnc(COc3ccc(NC(=O)Nc4ccc(Cl)c(C(F)(F)F)c4)cc3F)o2)cc1,20,-8.8*,-0.8*,8.8*,22,14,26,13
O=C(CSc1nnc(-c2ccc(Cl)cc2)o1)Nc1ccc(C(=O)/C=C/c2ccc(Cl)cc2)cc1,89,93,103,110,91,100,108,103
O=C(Nc1ccc2c(O)cc(S(=O)(=O)O)cc2c1)c1ccc([N+](=O)[O-])cc1,103,83,104,101,83,89,102,100
C[C@@H]1CC(=O)C2CCCC1C2=O (stereo partly specified),105,94,98,114,113,112,101,103
CS(=O)(=O)c1ccc(C(=O)N2N=C(c3ccccc3)CC2c2ccccc2)cc1 (stereo unspecified),111,93,101,118,108,102,103,103
c1csc(-c2[nH]nc3c2CCc2ccccc2-3)c1,49,82,28,24,98,99,67,103
COc1ccc(-c2cc(-c3cn(-c4cccc(Cl)c4)nc3-c3ccc(OC)cc3)c(C#N)c(N)n2)cc1,99,87,110,102,99,98,98,114
NS(=O)(=O)c1ccc(Nc2ccnc(SCC(=O)c3ccccc3)n2)cc1,109,94,107,108,99,97,103,113
CCc1cc(NC(=O)Cc2ccc(F)c(F)c2)n(-c2ccccc2)n1,107,108,110,105,103,101,96,105
O=C(O)CCCC1(C(=O)O)CCCC1,102,96,111,95,101,100,115,114
CCOc1cc(/C=C/C(=O)CC(=O)/C=C/c2ccc(OC(=O)CNCCN(CC)CC)c(OCC)c2)ccc1OC(=O)CNCCN(CC)CC,18,-18*,0.3*,-35*,33,4.2*,-68*,-44*
COc1ccc(C=NNc2nc(SCC(=O)Nc3nc4ccc(C)cc4s3)nc(-c3ccccc3)c2C#N)cc1,94,86,99,118,102,97,77,112
CCCc1c(C)[nH]c2ccc(Br)cc2c1=O,115,102,106,93,104,99,104,107
C/C(=C\CCc1ccsc1)CC/C=C(\C)CCCO,100,89,112,104,111,122,99,116
S=c1c2ccccc2c(=S)n(-c2ccccc2)n1-c1ccccc1,80[100 µM],85[100 µM],112[100 µM],97[100 µM],121[100 µM],98[100 µM],95[100 µM],101[100 µM]
O=C1CC2CC=CCN2C=C1N1CCCCC1=O (stereo unspecified),97,89,108,110,85,98,107,108
O=C(c1ccc2nc(NS(=O)(=O)c3ccc4ccccc4c3)sc2c1)N1CCN(c2ccc(Cl)cc2)CC1,109,86,104,96,98,92,101,107
C=C(C)[C@@H]1CC[C@]2(C=O)CC[C@]3(C)[C@H](CC[C@@H]4[C@@]5(C)C/C(=C/c6ccccn6)C(=O)C(C)(C)[C@@H]5CC[C@]43C)[C@@H]12,66,55,110,110,103,78,44,92
CC(C)c1ccc(C(C)(C)O)cc1,112,106,136,98,104,102,125,124
Cc1nc2sc(C(=O)Nc3cccc4c3OCCO4)c(N)c2cc1C(C)O (stereo unspecified),69,33,7.7*,74,-11*,49,49,48
Cc1cc(=O)oc2cc(OCCOc3ccc(/C=C/C(=O)Nc4cccc(Cl)c4)cc3)ccc12,94,85,·,101,106,93,104,97
CN1CCC(OC(N)=O)CC1,113,91,132,104,·,100,82,120
O=C1/C(=C/c2ccc(F)cc2)CCc2ccccc21,95,98,97,95,101,92,92,98
C=C(C)[C@@H]1CC[C@]2(COC(=O)c3ccco3)CC[C@]3(C)[C@H](CC[C@@H]4[C@@]5(C)CC[C@H](OC(=O)c6ccco6)C(C)(C)[C@@H]5CC[C@]43C)[C@@H]12,108,100,120,109,103,108,120,112

# Full records as entered above. Order of values: OVCAR-4, PC-3, OVCAR-3, OVCAR-5, SK-OV-3, OVCAR-8, IGROV1, DU-145
# Cc1nc2sc(C(=O)Nc3cccc4c3OCCO4)c(N)c2cc1C(C)O (stereo unspecified) is listed as 69, 33, 7.7*, 74, -11*, 49, 49, 48
# CC(C)c1ccc(C(C)(C)O)cc1 is listed as 112, 106, 136, 98, 104, 102, 125, 124
